Source: PubChem BioAssay
USP2a inh: blocks human ubiquitin-specific protease USP2a; O75604; USP2 core, Ub-CHOP2 coupled fluorogenic reporter, 485/531; Potency, µM (doses to about 38.3 µM), for the others: top-dose activity change, negative = inhibition, actives largely listed as inhibitors; hit rate 0.01% among 330,000;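 also: potency is read from the fitted curve at half-maximal effect; plate controls were DMSO wells for no effect and full inhibition by NEM control for full effect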
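USP2 core (10nM final) preincubated 30min RT with compound in 20mM Tris-HCl pH 8.0, 2mM CaCl2, 2mM beta-mercaptoethanol, 0.05% CHAPS; 25nM Ub-CHOP2 plus 25nM reporter substrate added, fluorescence (Ex485/Em531) read after 60min.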
Mito fusion yeast: blocks mitochondrial division or promotes mitochondrial fusion; S. cerevisiae fusion-defective mutant growth rescue, CellTiterGlo 48 h; Potency, µM (titrated, usually from 46.1 µM), without a hit: at the top dose growth rescue (activation), most hits filed as activators; hit rate 0.23% among 320,000; AID 485298;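 also: potency is read from the fitted curve at half-maximal effect; % of control where 0% means no effect; nearly all actives have a fitted effect of over 45% in size; temperature-sensitive fusion mutants such as fzo1-1 at 37 °C on non-fermentable ethanol glycerol medium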
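Temperature-sensitive fusion-defective S. cerevisiae (e.g. fzo1-1, mgm1-5) were grown with compound in YPEG medium (3% ethanol, 3% glycerol) for 48 hours at 37C. Growth rescue was measured as viability by CellTiterGlo luminescence after 10 minutes at ambient.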
Menin-MLL TR inh: inhibitors of human menin-MLL interaction, mutant MLL peptide; O00255; Menin + Texas Red MLL mutant peptide, fluorescence polarization; Potency, µM (titrated, usually from 61.6 µM), for the others: top-dose FP activity change, negative = inhibition, most hits filed as inhibitors; hit rate 0.23% among 270,000; AID 1768; active = well fitted inhibition curve with a large enough effect in the polarisation, with a control signal flat, not every such curve was filed as active; inconclusive = small, poorly fitted or top-dose-only effect, or effect the other way, or a change in a side signal; inactive = no such curve, though single readings can be large or run the other way; the % refers to the polarisation; also: potency is read from the fitted curve at half-maximal effect; % of control where 0% means no effect; many of its hits are not listed in these tables
ASM inhibitor: blocks human secretory acid sphingomyelinase; AID 504937; placental ASM, HMU-PC fluorogenic substrate, 60 min; hit rate 0.006% among 340,000; P17405; Potency, µM (series often up to 57.5 µM), for the others: at the highest dose activity change, negative = inhibition, actives largely listed as inhibitors; also: potency is read from the fitted curve at half-maximal effect
Target sequence (P17405 47-631 limits assumed): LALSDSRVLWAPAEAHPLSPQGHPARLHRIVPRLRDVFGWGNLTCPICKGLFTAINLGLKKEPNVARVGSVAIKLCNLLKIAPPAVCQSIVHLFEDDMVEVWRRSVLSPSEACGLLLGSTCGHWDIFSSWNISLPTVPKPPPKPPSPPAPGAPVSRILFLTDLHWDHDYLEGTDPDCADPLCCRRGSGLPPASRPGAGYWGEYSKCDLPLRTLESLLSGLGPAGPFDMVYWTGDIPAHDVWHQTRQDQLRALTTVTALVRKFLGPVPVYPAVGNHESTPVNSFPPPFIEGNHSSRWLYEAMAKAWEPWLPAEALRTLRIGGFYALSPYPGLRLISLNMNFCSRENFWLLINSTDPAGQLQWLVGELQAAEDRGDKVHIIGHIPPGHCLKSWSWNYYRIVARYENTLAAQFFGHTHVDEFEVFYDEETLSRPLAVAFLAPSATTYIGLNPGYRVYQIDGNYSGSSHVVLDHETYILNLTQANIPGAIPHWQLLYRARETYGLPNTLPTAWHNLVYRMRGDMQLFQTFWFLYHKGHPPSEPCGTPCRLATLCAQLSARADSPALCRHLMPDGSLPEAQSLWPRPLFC
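Human placenta-derived ASM enzyme was preincubated with compound for 10 minutes at room temperature, then given fluorogenic substrate HMU-PC0 (9 uM final) for 60 minutes at 37 °C; a pH 10 stop preceded fluorescence reading at Ex 386/Em 447 nm.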
MBNL1-CUG inh: inhibitors of human MBNL1 binding to CUG repeat RNA | Q9NR56 | TR-FRET MBNL1-His/biotin-(CUG)12 binding, 665/545 ratio | Potency, µM (highest dose often 57.5 µM), without a hit: top-dose activity change, negative = inhibition, most hits filed as inhibitors | hit rate 0.036% among 280,000; active = well fitted inhibition curve with a large enough effect in the signal ratio, with a control signal flat, not every such curve was filed as active; inconclusive = small, poorly fitted or top-dose-only effect, or effect the other way, or a change in a side signal; inactive = no such curve, though single readings can be large or run the other way; the % refers to the signal ratio; also: potency is read from the fitted curve at half-maximal effect; % is scaled to controls: 0 for no effect and ±100 for the full control effect
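Compound titration spanned 92 nM–58 uM against the MBNL1-His/biotin-(CUG)12 complex. After 60 min at room temperature with 5 nM streptavidin-XL665 and 0.055 ng/ul terbium anti-His, ratiometric 665/545 nm emission (Ex 340 nm) normalized to controls.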
TSHR antag: human thyrotropin receptor antagonism; TSHR-expressing cells, TSH-stimulated cAMP HTRF, 2 h; stronger effect = lower value; AID 504810; hit rate 0.2% among 330,000; activity change, negative = inhibition, % at 11.5 µM;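 active = activity change below a set negative limit, meaning inhibition stronger than a set level, cut at about -70% in these data; inconclusive = activity change between two set negative limits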; also: % is scaled to controls: 0 for no effect and ±100 for the full control effect
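Cell-based HTRF cAMP assay; TSHR cells + compound, TSH EC80 (4nM final), 2 h, 37 deg C. Lysis with anti-cAMP cryptate and cAMP-d2, 30 min RT, read 665/620 nm.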
Chronic BCR inh: inhibitors of chronic active B-cell receptor signaling | Potency, µM (top dose mostly 46.1 µM), for inactives: at the top dose ratio change, negative = lower green/red ratio, actives largely listed as inhibitors | hit rate 0.05% among 340,000 | ABC-DLBCL IkBa-CBG/CBR reporter, luminescence ratio, 4 h | AID 493014; active = well fitted inhibition curve with a large enough effect in the signal ratio, with a control signal flat, not every such curve was filed as active; inconclusive = small, poorly fitted or top-dose-only effect, or effect the other way, or a change in a side signal; the % refers to the signal ratio;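 also: potency is read from the fitted curve at half-maximal effect; plate controls were basal doxycycline-induced cells for no effect and cells given 10 µM MG132 for full effect; MG132 reads +100%, hits lower the ratio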
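Doxycycline induced both beetle luciferases in TMD8 lymphoma cells; IKK-driven degradation limits the IkappaBalpha-fused green signal, while red luminescence normalises for cell number and nonspecific effects. Compounds tested up to 46 uM, 4 hrs.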
PKM2 act: increases activity of human pyruvate kinase M2; P14618; purified PKM2, Kinase-Glo ATP luminescence, activation; response scale: 0% is enzyme alone, no compound; Potency, µM (titrated, usually from 57.5 µM), for the others: at the top dose activation, hits mostly activators; hit rate 0.34% among 260,000; AID 1631; also: potency is read from the fitted curve at half-maximal effect; % is scaled to controls: 0 for no effect and ±100 for the full control effect; nearly all actives have a fitted effect of over 55% in size
Target sequence (P14618 whole entry, looked up): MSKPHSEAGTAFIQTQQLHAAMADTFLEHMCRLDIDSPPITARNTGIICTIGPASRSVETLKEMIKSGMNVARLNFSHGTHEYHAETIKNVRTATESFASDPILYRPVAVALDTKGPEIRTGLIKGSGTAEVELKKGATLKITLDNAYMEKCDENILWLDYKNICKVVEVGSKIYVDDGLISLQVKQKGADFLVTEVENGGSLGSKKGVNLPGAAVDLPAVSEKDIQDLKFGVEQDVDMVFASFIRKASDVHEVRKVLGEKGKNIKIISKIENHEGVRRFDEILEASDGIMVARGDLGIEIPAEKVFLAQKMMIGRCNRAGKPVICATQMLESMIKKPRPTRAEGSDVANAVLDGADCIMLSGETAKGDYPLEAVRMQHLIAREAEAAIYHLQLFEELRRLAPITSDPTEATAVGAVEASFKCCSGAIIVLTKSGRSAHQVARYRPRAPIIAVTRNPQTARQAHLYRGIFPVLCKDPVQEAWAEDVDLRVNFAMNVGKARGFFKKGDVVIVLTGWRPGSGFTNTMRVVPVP
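Kinase-Glo luminescence reports ATP generated from ADP (0.1 mM) and PEP (0.5 mM) by purified hPK-M2 after 1 h at room temperature, pH 7.2 imidazole buffer; intermediate enzyme activity allows detecting inhibitors and activators.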
KCNH2 WT inh: inhibitors of human wildtype KCNH2 potassium channel; Q12809; U2OS, BacMam KCNH2, thallium flux FluxOr; stronger effect = lower value; activity change, % at 1.84 µM; hit rate 0.37% among 340,000; AID 720551;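 active = maximum activity change below -70%; inconclusive = maximum activity change between -70% and -50%; inactive = maximum activity change above -50%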; also: % is scaled to controls: 0 for no effect and ±100 for the full control effect
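U2OS cells were transduced with wild-type KCNH2 virus (2.03 x 10^8 / mL) for 4 h at room temperature, then cultured overnight at 37 C. Thallium flux was read with FluxOr dye. Rate constants were normalized to DMSO controls.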
Eya2 phos inh: blocks the phosphatase activity of human Eya2 | hit rate 0.006% among 330,000 | Potency, µM (doses to about 76.9 µM), without a hit: at the highest dose activity, negative = inhibition, hits mostly inhibitors | recombinant Eya2, OMFP fluorescence dephosphorylation (OMFP is methylfluorescein phosphate) | O00167; also: potency is read from the fitted curve at half-maximal effect; % is scaled to controls: 0 for no effect and ±100 for the full control effect
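Eya2 (0.2 uM) preincubated 10 min at ambient with compound, then OMFP substrate added at 50 uM; 10 min reaction in 50 mM HEPES pH 7.5, 50 mM NaCl, 5 uM MgCl2, 0.05% BSA, 1 mM DTT. Fluorescence read at Ex 485/Em 525 nm.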
GALK inhibitor: inhibitors of human galactokinase; P51570; Purified GALK, Kinase-Glo residual ATP luminescence; Potency, µM (top dose mostly 57.5 µM), inactives show top-dose activity change, negative = inhibition, hits mostly inhibitors; hit rate 0.007% among 270,000; AID 1868; also: potency is read from the fitted curve at half-maximal effect; % is scaled to controls: 0 for no effect and ±100 for the full control effect
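ATP-depletion format; final 35 uM ATP, 100 uM D-galactose, 5 nM enzyme; pH 8.0 HEPES/Mg2+ buffer; 60 min RT; luminescence read 10 min after detection reagent.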
Active calls of the source: *; i = inactive; ? = inconclusive; . = not tested or not shown; [ ] = remark or other dose. Unless noted, calls follow the shape of the dose curve; as a rule, active = well fitted curve in the direction sought with a large enough effect; inconclusive = small, poorly fitted or top-dose-only effect, or another doubt; inactive = no such curve, though single readings can be large; an effect the other way counts as inactive or inconclusive.

SMILES	USP2a inh	Mito fusion yeast	Menin-MLL TR inh	ASM inhibitor	MBNL1-CUG inh	TSHR antag	Chronic BCR inh	PKM2 act	KCNH2 WT inh	Eya2 phos inh	GALK inhibitor
Cc1ccc(CNC(=O)Cn2c(=O)oc3ccccc32)o1	3%	1%	-4%	2%	-2%	-7	-8%	?	8	20%	0%
CCCCCn1nc(C(=O)OCC(=O)c2c(N)n(C)c(=O)n(C)c2=O)c2ccccc2c1=O	0%	11%	?	-21%	-2%	-4	?	3%	0	-3%	-2%
CSCC[C@H](NC(=O)Nc1ccccc1C)C(=O)O	-2%	0%	.	2%	5%	2	7%	2%	-9	4%	6%
COc1ccc(-n2c(SCC(=O)NCC3CCCO3)nc3c(c2=O)SCC3)cc1 (stereo not drawn)	-8%	0%	.	5%	15%	1	-13%	1%	22	4%	0%
COc1cc(OC)c(C2C(C(=O)Nc3ccc(C)cc3C)=C(C)Nc3ncnn32)cc1OC (stereo not drawn)	0%	-1%	-13%	4%	2%	7	-9%	-6%	-9	17%	-1%
COc1ccc(/C=C2\CCc3c2nc2ccccc2c3C(=O)O)cc1OC	2%	-4%	.	i	?	-3	-3%	2%	-1	6%	11%
Cc1ccc(NC(=O)C(OC(=O)c2cnc(C)cn2)c2ccccc2)c([N+](=O)[O-])c1 (stereo not drawn)	-2%	-2%	.	-4%	?	10	-7%	8%	-5	-2%	-8%
O=c1[nH]c(NNC(=S)NC2CCCCC2)nc2c1C1(CCCC1)Cc1ccccc1-2	-1%	1%	.	8%	-1%	-5	?	3%	3	11%	1%
Cc1cc(C(=O)NNC(=O)CN2C(=O)NC(C)(c3ccccc3)C2=O)c(C)o1 (stereo not drawn)	2%	-4%	.	0%	.	6	?	.	-8	-2%	.
CCN(CC)CCN(Cc1cc2ccc(C)cc2[nH]c1=O)C(=O)NC1CCCCC1	1%	4%	-3%	-1%	-9%	0	-12%	-1%	2	-6%	13%
Cn1ncc([N+](=O)[O-])c1C(=O)Nc1cccc2ccccc12	3%	4%	45%[activator]	-3%	?	-6	4%	5%	7	-7%	0%
Cc1cccc(NC(=O)Cn2c(=O)n3nc(CCn4nc(C)cc4C)nc3c3ccccc32)c1	0%	3%	-1%	-1%	-6%	-5	?	10%	32	-1%	-1%
CC(NCC(O)COc1ccc(S(=O)(=O)N2CCOCC2)cc1)c1ccccc1 (stereo not drawn)	0%	2%	-3%	-2%	-7%	-3	?	7%	0	15%	0%
Cc1ccnc(NC(=O)c2cccc(S(=O)(=O)Nc3ccc(C)cc3C)c2)c1	-1%	.	.	-5%	.	-10	?	.	-4	-6%	.
CCOC(=O)c1cc(-c2ccccc2)sc1NC(=O)CCN1C(=O)c2ccccc2C1=O	0%	-20%	-9%	-4%	?	-9	-5%	3%	20	-1%	-5%
O=C1C=C(c2ccc3cc[nH]c3c2)C[C@@H](c2ccc3c(c2)OCO3)C1	-1%	?	.	-6%	.	15	4%	.	0	-25%	.
CC(=O)c1cccc(NC(=O)NCc2ccc3c(c2)OCO3)c1	-6%	-2%	14%	-2%	-2%	-4	-11%	-3%	0	-16%	2%
CCc1ccc(OCC(=O)O/N=C(\N)c2ccccn2)cc1	1%	4%	.	7%	9%	-4	?	-5%	12	2%	-2%
CC(C)c1csc(CN2CCN(CCc3ccccc3)C(CCO)C2)n1 (stereo not drawn)	-2%	-10%	11%	0%	-6%	3	-5%	7%	29	11%	4%
O=S(=O)(NCc1ccco1)c1ccc2c(c1)Cc1ccccc1-2	3%	6%	?	10%	4%	28	-3%	17%	-26	-2%	0%
O=C1CCc2cc(S(=O)(=O)NC(Cc3ccccc3)C(=O)NC3CCCCC3)ccc2N1 (stereo not drawn)	2%	-3%	21%	.	1%	36	?	-13%	.	5%	2%
CCOC(=O)C(=CNNc1c(C)csc1C(=O)OC)C(=O)OCC	2%	-9%	.	-2%	-5%	6	?	0%	3	-1%	0%
O=C(c1ccc(F)cc1)N1CCN(C(=O)c2cccnc2)CC1	3%	-3%	-2%	2%	-5%	2	17%	-2%	5	10%	2%
COc1ccc(C(=O)C(C)OC(=O)c2nc3nccc(C)n3n2)cc1 (stereo not drawn)	3%	-7%	.	8%	.	-1	10%	.	11	1%	.
Cn1nc(-c2ccc3c(c2)OCCO3)c2ccccc2c1=O	-1%	-2%	1%	-3%	0%	-13	0%	.	7	2%	1%
O=C(O)CC/C(=N/NC(=O)c1ccc(-c2ccccc2)cc1)c1ccccc1	0%	-3%	6%	1%	0%	-10	-1%	2%	0	-7%	-8%
Cc1cc(=O)[nH]c2nnc(-c3ccc(Br)cc3)n12	4%	2%	9%	1%	-9%	-13	?	.	-10	-4%	2%
C(#Cc1ccccc1)CN1CCCCC1	1%	-2%	3%	2%	-14%	-5	0%	-1%	19	-7%	1%
CC(Oc1ccc(Cl)cc1Cl)C(=O)NCc1ccncc1 (stereo not drawn)	-7%	8%	2%	2%	-20%	40	?	-14%	-13	7%	-4%
O=C(COC(=O)c1ccc(Cl)nc1)Nc1ccc2c(c1)OCCO2	1%	1%	.	-2%	.	-7	3%	.	16	-3%	.
Cc1ccnc(NS(=O)(=O)c2cnc(Cl)c(Br)c2)c1	2%	8%	9%	0%	-18%	21	0%	-6%	-7	-4%	-1%
COc1cc(S(=O)(=O)N2CCN(C)CC2)c(OC)cc1Cl	3%	2%	-3%	4%	-1%	-1	-4%	-1%	14	-4%	-2%
Cc1ccc(OCC(=O)NC2CCCC(C)C2C)c([N+](=O)[O-])n1 (stereo not drawn)	-1%	9%	.	-2%	.	13	?	.	-6	-1%	.
C=CCNC(=S)NCC=C	3%	1%	.	-3%	1%	-2	0%	-2%	0	-1%	1%
COc1ccccc1CNC(=O)C(NS(=O)(=O)c1ccc2c(c1)oc(=O)n2C)C(C)C (stereo not drawn)	-1%	-5%	6%	-1%	-8%	3	?	-2%	-2	7%	2%
CCOC(=O)c1c(C)n(C)c2cc(-c3ccc(C)cc3)c(O)cc12	3%	1%	12%	-2%	4%	0	-1%	8%	-24	-4%	3%
Cc1nc(-c2nc(C(=O)NNS(C)(=O)=O)cs2)cs1	9%	0%	.	-2%	.	5	8%	7%	-11	6%	1%
CCOc1ccc(NC(=O)CS(=O)CC(=O)Nc2cccnc2)cc1 (stereo not drawn)	0%	1%	.	2%	-4%	-2	6%	.	-8	-21%	-1%
CC(=O)OCc1cc(-c2nc3ccccc3[nH]c2=O)nn1-c1ccc(Cl)cc1	3%	-7%	-4%	338%[activator]	12%	0	-5%	-2%	3	-28%	2%
CC(C)CC1COC(=O)N1 (stereo not drawn)	1%	-1%	1%	4%	2%	3	5%	-3%	8	-3%	.
CCCS(=O)(=O)N1CCC(C(=O)NCCCN2CCCC2=O)CC1	2%	0%	-5%	3%	-12%	8	-3%	3%	8	7%	0%
C[C@H]1CN([C@@H](C)CO)C(=O)c2cc(NC(=O)Cc3ccccc3)ccc2O[C@H]1CN(C)Cc1ccccc1	-1%	.	.	5%	.	0	4%	.	2	-7%	.
CCOC(=O)c1nnn(CC(=O)N2N=C(c3cccc4ccccc34)CC2c2ccccc2)c1C(=O)OCC (stereo not drawn)	-6%	3%	14%	-4%	51%[activator]	0	0%	-2%	-18	3%	-3%
CSc1nc2cc3c(cc2n1C(=O)c1ccc(C)cc1)OCCO3	1%	-4%	-10%	3%	37%[activator]	-5	?	-3%	0	-4%	3%
COc1ccc(C(=O)NCC(=O)NCC(=O)OCC(=O)C(C)(C)C)cc1	0%	-1%	-3%	1%	-20%	2	?	-5%	-1	5%	2%

Only part of the results is shown; rates above refer to the full screens.
